# Screening results: PubChem, several laboratories
# p-CIP stab down = p/CIP protein destabilization. actives 0.01% (n = 290,000). F442A p/CIP-EGFP cells, EGFP fluorescence, 16 h. decrease of EGFP signal, % at 10 µM. Q05BA5;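 active = EGFP signal decrease of at least 30% at 10 µM or well 3 SD below plate mean, unless failing retest; inactive = the rest, including hits failing retest or dose response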; also: some compounds called inactive have numbers as strong as hits; many of its hits are not listed in these tables
# VIM-2 inh = blocks Pseudomonas aeruginosa VIM-2 metallo-beta-lactamase. purified VIM-2, nitrocefin hydrolysis, epi-absorbance fluorescence. actives 0.89% (n = 290,000). AID 1527. inhibition, % at 5.6 µM;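 active = inhibition above the mean of all tested compounds plus 3 SD, cutoff set per screening run, cut at about 7.5% in these data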;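 also: red hydrolysis product quenches plate fluorescence so inhibitors raise well fluorescence; 0% = enzyme with DMSO and 100% = DMSO without enzyme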
# PHOSPHO1 inh = PHOSPHO1 (human) inhibition; actives 1.1% (n = 290,000); AID 1565; inhibition, % at 13.3 µM; recombinant PHOSPHO1, absorbance phosphatase assay; Q8TCT1; in the data active = inhibition above about 60%
# PfM18AAP inh = PfM18AAP enzyme inhibition; recombinant PfM18AAP, H-Glu-NHMec fluorogenic cleavage; inhibition, % at 7.35 µM; actives 1.2% (n = 290,000); AID 1822;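 active = inhibition above the campaign mean inhibition over all tested compounds plus 3 SD, cut at about 28% in these data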;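 also: 0% = plate median of test compound wells and 100% = 2 mM ZnCl2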
# NALP1 inh = blocks the NALP1 inflammasome reconstituted in yeast | S. cerevisiae NALP1/ASC/caspase-1 growth, X-gal OD620, 72 h | inhibition, % at 10 µM | actives 0.61% (n = 280,000); in the data active = inhibition mostly above about 24%, no sharp cut-off; inactive = mostly below about 32%; also: some compounds called inactive have numbers as strong as hits
# IDE cell activ = activators of human insulin-degrading enzyme in cells; activation, % at 5.96 µM; P14735; actives 0.073% (n = 340,000); HEK cells, FAbeta-B cleavage, fluorescence polarization; 0% vehicle, 100% cell-free pure enzyme wells;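 active = activation above the mean of all tested compounds plus 3 SD, set per screening campaign, cut at about 17% in these data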
# Target sequence (P14735 whole entry, looked up): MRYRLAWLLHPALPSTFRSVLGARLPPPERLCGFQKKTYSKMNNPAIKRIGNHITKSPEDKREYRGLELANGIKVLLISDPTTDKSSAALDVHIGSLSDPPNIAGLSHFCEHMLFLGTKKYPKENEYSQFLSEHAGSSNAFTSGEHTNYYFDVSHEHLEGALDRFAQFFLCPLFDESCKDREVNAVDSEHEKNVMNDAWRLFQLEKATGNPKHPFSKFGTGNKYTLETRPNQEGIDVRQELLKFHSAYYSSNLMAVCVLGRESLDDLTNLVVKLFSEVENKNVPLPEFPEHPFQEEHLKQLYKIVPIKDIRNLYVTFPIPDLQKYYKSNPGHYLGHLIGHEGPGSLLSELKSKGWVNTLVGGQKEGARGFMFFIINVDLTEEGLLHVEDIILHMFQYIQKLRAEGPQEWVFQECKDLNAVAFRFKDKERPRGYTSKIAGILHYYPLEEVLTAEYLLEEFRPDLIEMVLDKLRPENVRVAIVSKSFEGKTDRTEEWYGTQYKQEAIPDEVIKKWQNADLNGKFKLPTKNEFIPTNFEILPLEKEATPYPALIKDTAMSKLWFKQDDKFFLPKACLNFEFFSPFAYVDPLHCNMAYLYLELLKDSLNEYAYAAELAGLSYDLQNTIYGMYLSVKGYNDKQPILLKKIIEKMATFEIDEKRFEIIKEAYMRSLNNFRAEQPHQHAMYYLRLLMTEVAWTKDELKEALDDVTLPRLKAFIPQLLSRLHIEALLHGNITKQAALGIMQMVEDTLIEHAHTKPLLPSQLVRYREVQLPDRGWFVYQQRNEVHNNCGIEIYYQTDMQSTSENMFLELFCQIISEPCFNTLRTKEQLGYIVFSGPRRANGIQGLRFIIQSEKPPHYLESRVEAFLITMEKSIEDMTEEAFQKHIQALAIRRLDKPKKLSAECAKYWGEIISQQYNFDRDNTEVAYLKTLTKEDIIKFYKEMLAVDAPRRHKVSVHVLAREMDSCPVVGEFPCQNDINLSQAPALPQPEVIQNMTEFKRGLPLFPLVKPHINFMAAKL
# IMP-1 inh = inhibitors of Pseudomonas aeruginosa IMP-1 metallo-beta-lactamase; purified IMP-1, nitrocefin hydrolysis, epi-absorbance fluorescence; actives 0.45% (n = 290,000); AID 1556; inhibition, % at 5.6 µM;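 active = inhibition above the mean plus 3 SD of all compounds in the same screening run, cut at about 4.5% in these data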;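 also: 0% = IMP-1 with DMSO and 100% = DMSO wells lacking enzyme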
#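 System: Purified recombinant IMP-1 metallo-beta-lactamase enzyme | Measured by: Fluorescence quenching readout, ex 480/em 530 nm | Replication: Singlicate | Incubation: 15 min preincubation plus 25 min reaction at 25 °C | Evaluation: Percent inhibition from optical density relative to buffer-blank wells | Benchmarks: DMSO with and without IMP-1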
# IDE inh = inhibits human insulin-degrading enzyme in HEK cells. P14735. FAbetaB cleavage, fluorescence polarization. inhibition, % at 5.59 µM. actives 0.41% (n = 320,000);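 active = percent inhibition above the average of all tested compounds plus 3 SD, set per screening campaign, cut at about 16% in these data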;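 also: IDE supplied by intact live HEK cells; FP after avidin binding of uncleaved biotin substrate so inhibition keeps polarization high; 0% = DMSO wells and 100% = 60 µM reference IDE inhibitor Ii1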
# GPR7 antagonist = blocks human GPR7 receptor signaling. inhibition, % at 4.4 µM. actives 1.1% (n = 290,000). AID 1861. P48145. GPR7-expressing cells, fluorescence antagonist assay; in the data active = inhibition above about 16%, passing the limit was not always enough;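 also: cells stimulated with the agonist NPW; 0% = agonist with vehicle and 100% = vehicle without agonist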
# The depositor's hits bear a star; . = no result given.
SMILES,p-CIP stab down,VIM-2 inh,PHOSPHO1 inh,PfM18AAP inh,NALP1 inh,IDE cell activ,IMP-1 inh,IDE inh,GPR7 antagonist
CCOC(=O)C1(Cc2ccccc2C)CCCN(C(=O)COC)C1 (stereo unspecified),-10,-1.1,14,4,10,6,0.1,0,-10
COc1ccc2[nH]c3c(c2c1)CCNC3c1ccc([N+](=O)[O-])o1 (stereo unspecified),-28,-0.9,33,-16,22,2,-0.6,-1,-6
COc1cccc(CNC(=O)CCC2CCCN(C(=O)C3CCOCC3)C2)c1 (stereo unspecified),0,-2.7,27,0,8,2,-2.6,0,-21
Cc1ccc(NCC(=O)N/N=C/c2c[nH]c3ccccc23)cc1,-3,-2.1,-4,9,-13,-5,-2.8,2,5
O=C(CSc1nnc(-c2ccc(F)cc2)o1)Nc1ccc(S(=O)(=O)N2CCCC2)cc1,4,-5.4,-28,2,18,-5,-3.0,7,-8
Cc1cccc(NS(=O)(=O)c2cc([N+](=O)[O-])ccc2C)n1,-4,-2.5,42,0,10,1,-3.4,4,-7
CCOC(=O)C(=O)Nc1ccc(S(=O)(=O)Nc2ncccn2)cc1,6,-1.2,3,4,-25,4,-3.4,4,-9
CSc1ccccc1NC(=O)NCCCl,4,0.5,2,-12,-5,-2,-2.9,3,-3
CN(C)C(=O)COC(=O)c1ccc(S(=O)(=O)NCc2ccco2)cc1,-1,-0.4,38,2,-2,0,-1.8,-5,-12
Cc1ccc(C(=O)Nc2ccc(C(=O)N3CCCCC3)cc2)o1,-14,0.8,24,-4,-9,5,-2.1,-3,-10
Cc1cc(C)nc(SCC(=O)Nc2ccc(S(=O)(=O)N3CCCCC3)cc2)n1,-12,-1.2,-1,-10,11,2,-3.0,-3,4
COc1ccc(CNC(=S)NNC(=O)c2cc3ccccc3o2)cc1,-14,-0.2,-123,-10,-13,7,-0.9,-1,-1
CC(=O)c1cc(N2CCOCC2)ccc1[N+](=O)[O-],-3,-2.5,-32,-13,0,6,-1.4,.,6
CCOC(=O)c1cnc2cc(-c3ccc(Cl)cc3)nn2c1N,0,-0.6,12,1,9,-2,-2.5,0,-5
C=CCNC(=O)CC(C)C(CCCCC)C(=O)O (stereo unspecified),-4,1.8,4,-14,-1,8,-2.0,6,2
COc1cccc(N2CCN(S(=O)(=O)c3ccc4c(c3)CC(C)N4C(=O)C3CC3)CC2)c1 (stereo unspecified),3,-6.6,13,-4,13,-7,-2.6,13,3
COC(=O)Nc1c(-c2ccccc2)nc2ccc(Cl)cn12,-13,-2.1,4,-2,-1,0,0.4,3,-7
CN(c1ccccc1)c1ccc(/C=C/[N+](=O)[O-])cc1,-7,3.6,11,18,94,-51,4.2,32*,12
COc1ccccc1-c1cc(C(=O)NCc2ccccc2)no1,-12,-1.4,10,-2,-1,0,-1.6,-1,17
CN(Cc1ccccc1)C(=O)CSc1nc2ccccc2[nH]1,-15,-0.3,32,8,-3,-1,-2.2,1,-8

# The final 5 compounds of the part above open the next one:
SMILES,p-CIP stab down,VIM-2 inh,PHOSPHO1 inh,PfM18AAP inh,NALP1 inh,IDE cell activ,IMP-1 inh,IDE inh,GPR7 antagonist
COc1cccc(N2CCN(S(=O)(=O)c3ccc4c(c3)CC(C)N4C(=O)C3CC3)CC2)c1 (stereo unspecified),3,-6.6,13,-4,13,-7,-2.6,13,3
COC(=O)Nc1c(-c2ccccc2)nc2ccc(Cl)cn12,-13,-2.1,4,-2,-1,0,0.4,3,-7
CN(c1ccccc1)c1ccc(/C=C/[N+](=O)[O-])cc1,-7,3.6,11,18,94,-51,4.2,32*,12
COc1ccccc1-c1cc(C(=O)NCc2ccccc2)no1,-12,-1.4,10,-2,-1,0,-1.6,-1,17
CN(Cc1ccccc1)C(=O)CSc1nc2ccccc2[nH]1,-15,-0.3,32,8,-3,-1,-2.2,1,-8
Cc1ccc(-n2c(SCC(=O)NCC3CCCO3)nc3c(c2=O)SCC3)cc1 (stereo unspecified),-5,-1.8,9,0,1,2,-2.8,1,-5
C/C(CC(=O)Nc1ccc2c(c1)OCO2)=N\NC(=O)C(c1ccccc1)c1ccccc1,-7,-3.1,-2,1,32,3,-2.6,-2,-7
COc1cc(Cl)ccc1OCc1cc(C(=O)N2CCCCCC2)no1,-14,-2.0,22,3,11,1,-5.9,0,-5
Cc1cccc(-c2cc3nc4c(c(N5CCOCC5)n3n2)CCCC4)c1,-9,-2.9,-14,3,8,0,-2.6,0,-5
Cc1nnc(-c2ccc(Oc3ccc(C)c(C)c3)c([N+](=O)[O-])c2)o1,-8,1.4,-11,-3,20,-3,0.4,7,19
C=CCOc1cccc(C2C(C(=O)c3ccco3)=C(O)C(=O)N2Cc2ccncc2)c1 (stereo unspecified),-10,-1.2,26,5,3,-5,-3.8,0,-8
O=C(O)c1ccc(N2C(=O)/C(=C/c3ccc(-c4ccc([N+](=O)[O-])cc4)o3)C=C2c2ccccc2)cc1,-1,-1.6,16,23,15,-1,-1.4,-4,-1
Cc1nn(-c2ccccc2)c(C)c1C(=O)OCC(=O)N1CC(=O)Nc2ccccc21,-12,-3.3,39,-2,13,5,-2.3,-1,-1
CCOC(=O)CC(=O)CSCC(=O)Nc1ccc(C)cc1,-7,1.4,-36,17,16,2,-4.2,7,-12
COc1cc(/C=N/NC(=O)c2cccs2)ccc1OCc1ccccc1,-8,-1.8,38,-4,14,3,-1.2,1,-4
CC1C(=O)Nc2ccccc2N1C(=O)c1ccccc1 (stereo unspecified),7,0.9,24,1,12,4,-1.6,4,-16
Cc1cccc(C)c1NC(=O)CSc1nnc(C)n1-c1ccccc1,-2,0.7,1,2,3,1,-2.7,8,-16
Cc1nc2ccccc2n1CCc1nc2c3ccccc3nc(SCC(=O)NCc3ccco3)n2n1,7,1.2,24,4,16,-4,-1.8,2,1
Cc1ccc(/C=C/C(=O)N2CCN(c3cccc(C(F)(F)F)c3)CC2)cc1,-3,-3.4,-41,2,12,6,-2.6,2,-3
O=[N+]([O-])c1nn(-c2ccc3c(c2)OCCO3)n(O)c1=NCCCO,1,0.8,26,5,5,-2,-2.7,-3,3
O=C(Nc1ccc(Cl)cc1Cl)c1n[nH]c(Cn2cncn2)n1,-17,-3.4,42,-3,1,7,-3.7,10,-5
Cc1ccc(OCCCCn2ccnc2)c(Cl)c1,7,0.5,20,4,8,1,-2.3,-2,3
C/C(CC(=O)Nc1ccc(Br)cc1)=N\NC(=O)Cc1csc(N)n1,3,0.5,16,16,.,1,-0.4,.,7
O=C1c2cccnc2C(Nc2ccc(Br)cc2)N1Cc1cccs1 (stereo unspecified),0,-0.7,-5,5,13,1,-3.1,4,-4
COc1ccc(-n2c(CNC(=O)c3cccs3)n[nH]c2=S)cc1,10,-2.6,-35,26,-10,2,-4.1,0,-21

# Records listed above that bear a hit mark in IDE inh:
SMILES,p-CIP stab down,VIM-2 inh,PHOSPHO1 inh,PfM18AAP inh,NALP1 inh,IDE cell activ,IMP-1 inh,IDE inh,GPR7 antagonist
CN(c1ccccc1)c1ccc(/C=C/[N+](=O)[O-])cc1,-7,3.6,11,18,94,-51,4.2,32*,12

# Whole records as entered above.
# Cc1nc2ccccc2n1CCc1nc2c3ccccc3nc(SCC(=O)NCc3ccco3)n2n1 in the list: p-CIP stab down: 7; VIM-2 inh: 1.2; PHOSPHO1 inh: 24; PfM18AAP inh: 4; NALP1 inh: 16; IDE cell activ: -4; IMP-1 inh: -1.8; IDE inh: 2; GPR7 antagonist: 1
# Cc1ccc(-n2c(SCC(=O)NCC3CCCO3)nc3c(c2=O)SCC3)cc1 (stereo unspecified) in the list: p-CIP stab down: -5; VIM-2 inh: -1.8; PHOSPHO1 inh: 9; PfM18AAP inh: 0; NALP1 inh: 1; IDE cell activ: 2; IMP-1 inh: -2.8; IDE inh: 1; GPR7 antagonist: -5
# O=C1c2cccnc2C(Nc2ccc(Br)cc2)N1Cc1cccs1 (stereo unspecified) in the list: p-CIP stab down: 0; VIM-2 inh: -0.7; PHOSPHO1 inh: -5; PfM18AAP inh: 5; NALP1 inh: 13; IDE cell activ: 1; IMP-1 inh: -3.1; IDE inh: 4; GPR7 antagonist: -4

# (listing goes on)
SMILES,p-CIP stab down,VIM-2 inh,PHOSPHO1 inh,PfM18AAP inh,NALP1 inh,IDE cell activ,IMP-1 inh,IDE inh,GPR7 antagonist
Cc1cc2c(cc1C)NC(c1nc3ccccc3[nH]1)C1=C(CC(C)(C)CC1=O)N2 (stereo unspecified),-1,-3.7,-2,-1,-13,2,-1.3,-2,-3
O=C(COc1ncnc2c1cnn2-c1ccccc1)Nc1ccc(S(=O)(=O)N2CCCCC2)cc1,5,-1.9,-6,-6,.,0,0.4,2,6
CN(C(=O)c1ccc(N2CCCCC2)c([N+](=O)[O-])c1)C1(C)CCS(=O)(=O)C1 (stereo unspecified),10,-0.2,43,-7,16,4,-1.9,-6,-7
COC(=O)c1cc(S(=O)(=O)NCCc2ccc(C)cc2)c[nH]1,3,-0.6,46,9,10,4,-3.7,6,-8
COCCCN(C(C)=O)c1nc(-c2ccccc2)cs1,-6,-2.2,35,-9,2,0,-3.1,2,6
CN1C(=O)c2ccccc2Sc2ccc(NC(=O)N3CCOCC3)cc21,-11,-3.2,36,2,-12,2,-3.6,2,-7
CN1CCN(c2ccccc2NC(=O)c2ccc(Br)o2)CC1,-12,-0.5,-14,2,12,1,-2.5,4,-7
Cc1cc(=O)oc2cc(OCC#N)ccc12,-5,1.8,34,-9,35,4,-1.8,3,-5
COc1cccc2c(=O)c3ccoc3n(C)c12,14,7.6,16,0,2,4,-2.3,2,-13
Cc1ccccc1Cn1c(-c2cncs2)nc2ccccc21,-9,-2.8,-8,4,-12,0,-2.7,3,-5
COC(CNC(=S)Nc1ccc([N+](=O)[O-])cc1)OC,5,-0.8,-21,7,8,6,-1.7,-1,0
O=C(Nc1nnc(-c2ccc(Cl)cc2)o1)Nc1ccccc1Cl,-13,-2.3,19,3,13,3,-2.7,6,-8
COc1ccc2c(c1OC)C(=O)N(c1cccc(C(F)(F)F)c1)C2,0,1.9,-44,2,5,2,-0.3,4,-1
O=C(CCNC(=O)c1ccco1)Nc1ccc(SC(F)F)cc1,-14,1.4,6,-4,11,0,-0.6,2,0
COC(=O)CN1C(=O)[C@H]2[C@@H](c3ccc(C)o3)N3C(=O)CN(Cc4ccccc4)C(=O)[C@@]3(C)[C@H]2C1=O,-12,-1.2,-13,-7,-4,3,-4.0,6,-7
Cc1cccc(NC(=O)N2CCC(n3nnc4cc(C)ccc43)CC2)c1,-13,-0.2,32,-6,13,-6,-1.5,3,0
O=C(CCl)NC(Cc1ccccc1)c1ccccc1 (stereo unspecified),5,-0.7,-11,3,20,0,-1.2,-2,-1
O=C(Nc1ccc(F)cc1F)c1ccc(-n2cccn2)nc1,-16,-2.7,40,0,5,-3,-5.1,-1,-5
COc1ccc(NC(=O)C2CCN(C(=O)Nc3ccc(C)cc3)CC2)cc1OC,2,-2.4,39,-4,-5,0,-1.8,0,-17
CC(=O)NC(=S)Nc1ccc(S(=O)(=O)N2CCOCC2)cc1,-5,0.7,56,0,-1,-1,0.9,0,1
Cc1ccc(SCc2cc(-c3ccc(Cl)cc3)no2)cc1,-2,-0.5,18,-14,5,0,-1.9,-2,-9
CCOC(=O)c1c(C)nc2cc(C)cc(C)n12,3,-0.2,56,-1,4,-2,-1.8,4,-24
